OX1R antag-1: antagonists of human orexin 1 receptor. CHO/OX1R cells, Fluo-8 calcium fluorescence, orexin A. AID 434989. inhibition, % at 5 µM. 0.43% of 330,000 active;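 active = inhibition above its plate's threshold, mean inhibition of all tested compounds on the plate plus 3 SD, cut at about 37% in these data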;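 note: 0% = orexin A challenge wells and 100% = SB-334867-A antagonist wells; not every result past the cut was called active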
Target sequence (O43613 whole entry, looked up): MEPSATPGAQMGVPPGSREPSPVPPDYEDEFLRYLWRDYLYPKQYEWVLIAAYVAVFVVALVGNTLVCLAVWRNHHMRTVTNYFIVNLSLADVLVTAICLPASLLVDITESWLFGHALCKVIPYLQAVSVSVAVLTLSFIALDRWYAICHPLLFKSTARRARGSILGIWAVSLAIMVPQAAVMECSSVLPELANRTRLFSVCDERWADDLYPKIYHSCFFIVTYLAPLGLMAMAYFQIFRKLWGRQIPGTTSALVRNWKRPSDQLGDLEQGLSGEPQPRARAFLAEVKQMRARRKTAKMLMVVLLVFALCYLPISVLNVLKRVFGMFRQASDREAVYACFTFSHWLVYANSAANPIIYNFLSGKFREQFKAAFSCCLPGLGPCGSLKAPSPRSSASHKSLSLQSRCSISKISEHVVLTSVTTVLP
OX1R antag-2: OX1R (human) antagonism | O43613 | OX1R-expressing cells, FRET antagonist read-out | inhibition, % at 6.6 µM | 1.8% of 330,000 active | AID 485270; in the data active = inhibition mostly above about 38%, no sharp cut-off; inactive = mostly below about 40%;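 note: 0% = agonist challenge alone and 100% = reference antagonist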
Active calls of the source: *.

mol | OX1R antag-1 | OX1R antag-2
Cc1ccc(NC(=O)NN2CCOCC2)cc1 | -8.3 | 15.6
C/C(Nc1ccccc1C(F)(F)F)=C1/CCOC1=O | -10.6 | 5.7
COC(=O)c1sccc1NC(=O)c1c(Cl)cccc1Cl | -29.8 | 3.2
CC1=CC2CC1C1C(=O)N(c3ccc(S(=O)(=O)Nc4nc(C)cc(C)n4)cc3)C(=O)C21 (configuration not stated) | 6.5 | 2.9
CCc1ccccc1N(CC(=O)NCCSCc1ccco1)S(C)(=O)=O | -31.7 | 9.0
Cc1nc(C)c(C(=O)NNC(=O)c2ccc(Br)cc2)s1 | -15.2 | 18.2
Cc1ccc(C)c(N2CCN(C(=O)c3ccc4nc(-c5ccco5)c(-c5ccco5)nc4c3)CC2)c1 | -18.6 | 5.7
COC(=O)[C@@]1(C)[C@H]2C(=O)N(Cc3ccccc3)C(=O)[C@H]2[C@H]2CN=C(SCc3ccc(C#N)cc3)N21 | -13.6 | 4.3

Entries above that contain a furan ring, fused or not, in the order listed:
mol | OX1R antag-1 | OX1R antag-2
CCc1ccccc1N(CC(=O)NCCSCc1ccco1)S(C)(=O)=O | -31.7 | 9.0
Cc1ccc(C)c(N2CCN(C(=O)c3ccc4nc(-c5ccco5)c(-c5ccco5)nc4c3)CC2)c1 | -18.6 | 5.7

Additional structures
mol | OX1R antag-1 | OX1R antag-2
O=C(O)CCN1C(=O)c2ccc(NC(=O)COc3ccccc3)cc2C1=O | 13.9 | 16.6
CC[C@]12c3[nH]c4cc(CCC(=O)N(C)C)ccc4c3CCN1C(=O)[C@@H](CC(=O)NCCCOC)C[C@@H]2C(=O)N1CCN(C(=O)C2CC2)CC1 | 4.4 | 4.8
CC(C)Sc1nnc(Cn2c(=O)sc3ccccc32)n1-c1ccccc1 | -10.0 | 8.0
O=S(=O)(c1ccccc1)c1cnc2ccccc2c1 | -17.6 | 6.7
Cc1cc(OCC(=O)C(C)(C)C)c2c(-c3ccccc3)cc(=O)oc2c1 | -37.1 | 14.4
CC(C)CCNC(=O)COc1cccc2c1OC(C)(C)C2 | -31.0 | 21.2
CN(CC1COc2ccccc2O1)C(=O)c1ccc(N(C)C)cc1 (configuration not stated) | -14.1 | 6.0
Cc1ccccc1OCCCN1CCCC1 | -2.8 | -0.7
CCn1nc(C)c(/C=N/NC(=O)Cn2cncn2)c1C | -14.3 | 21.3
CC(C)NCC(=O)NC12CC3CC(CC(C3)C1)C2 | -4.9 | 1.0
COc1ccc(-c2n[nH]c(=S)n2/N=C/c2cccn2C)cc1 | -30.1 | 12.2
Cc1cccc(-c2nnc3sc(-c4ccccc4)nn23)c1 | -7.5 | 9.0
Clc1cccc(Cl)c1C[n+]1cccc2ccccc21 | -13.2 | 19.2
COC(=O)CCSCC(=O)N1N=C(c2ccc(OC)cc2)CC1c1cccc(OC)c1OC (configuration not stated) | -33.8 | 29.9
Cc1ccccc1NC(=O)c1ccc(COc2ccc3c(C)cc(=O)oc3c2)cc1 | -18.5 | 7.2
O=C(CN1CCN(S(=O)(=O)c2ccc(Br)cc2)CC1)Nc1ccc2c(c1)OCO2 | -16.4 | 4.1
Cn1ncc2c(NCc3ccccc3)nc(NCCCO)nc21 | -8.6 | 9.9
CCc1ccccc1NC(=O)CC1SCCNC1=O (configuration not stated) | 0.8 | -0.7
Cc1ccc(-c2nc3nc4ccccc4nc3n2Cc2ccco2)cc1 | -38.0 | 11.9
Cc1nnc(NC(=O)c2ccc3c(c2)C(=O)N(CC2CCCO2)C3=O)s1 (configuration not stated) | -11.5 | 18.5
Cc1ccc(C(C)CCN2CCC(n3nccc3NC(=O)c3ccccc3)CC2)o1 (configuration not stated) | -30.1 | 4.8
CC(NC(=O)CCC1COc2ccccc2O1)c1ccccc1 (configuration not stated) | -15.0 | 14.3
Cc1ccc(C(=O)/C=C/Nc2ccc(S(=O)(=O)Nc3cc(C)nc(C)n3)cc2)cc1 | -15.3 | 28.0
C#CCOCCOCCOCCNc1nc(N2CCN(C(=O)[C@H](CCC(=O)O)n3cc(C(N)[C@H](C)CC)nn3)CC2)nc(N2CCN(C(=O)[C@H](CCC(=O)O)n3cc(C(N)[C@H](C)CC)nn3)CC2)n1 (some centres not stated) | -8.4 | 5.6
CCn1c(C)nc2cc(C(=O)OC(C(F)(F)C(F)F)C(F)(F)C(F)F)ccc21 | 65.8* | 31.9
CCn1c(=O)c(C(=O)NNC(=O)c2cccc(Cl)c2)c(O)c2ccccc21 | 98.3* | 27.5
COC(=O)Nc1sc(C(=O)N(C)C)c(C)c1C(=O)OC | -19.6 | 22.2
COc1ccc(NC(=O)CN(C)C(=O)CNC(=O)Cc2cccc3ccccc23)cc1 | -17.9 | 12.5
Cc1ccc(NC(=O)COC(=O)c2cccnc2)cc1 | -8.3 | 7.9
CC(NC(=O)c1cc(COc2ccccc2)on1)c1nccs1 (configuration not stated) | -5.4 | 8.9
O=C(C1CCC1)N1CCN(c2cccc(C(F)(F)F)c2)CC1 | -19.7 | 15.5
COc1ccc(S(=O)(=O)N2CCc3ccccc32)cc1C(=O)Nc1ccc(NC(C)=O)cc1 | 9.2 | 6.3
COc1ccc(-c2cn(-c3ccc(Cl)cc3)c3[n+]2CCCCC3)cc1 | -4.6 | 4.9
O=C(Oc1c(-c2ccccc2)c(=O)n2c3c(cccc13)CC2)c1ccc(F)cc1 | -4.7 | 6.9
CC(C(=O)Nc1ccc(F)c(F)c1F)N(C)CCOc1ccccc1 (configuration not stated) | -3.7 | 24.9
N#C/C(=C\C1=C(N2CCOCC2)C(=C/c2cccc([N+](=O)[O-])c2)/CC1)C(=O)Nc1ccccc1F | -4.0 | 6.2
COc1ccc(C(CNC(=O)c2ccc(S(=O)(=O)N(C)C)cc2)N(C)C)cc1 (configuration not stated) | -9.6 | 20.1
CCC(C(=O)OCC(=O)Nc1cccc(OC)c1)c1ccccc1 (configuration not stated) | 0.1 | 17.1
Cc1ccc(C(C(=O)NC2CCCC2)N(C(=O)c2csnn2)c2ccccc2)o1 (configuration not stated) | -20.7 | 14.0
Cc1cc(Oc2ccc(=O)n(C)n2)nc(=S)[nH]1 | -2.7 | 18.2

Additional entries follow:
SMILES | OX1R antag-1 | OX1R antag-2
Cc1c(CCC(=O)O)c(=O)oc2cc(OCc3cccc(Cl)c3)ccc12 | -2.1 | 6.0
COc1ccc(S(=O)(=O)N(CC(=O)NCc2cccnc2)C2CCCCC2)cc1OC | -29.9 | 9.0
Cc1cccc(-c2ocnc2C(=O)Nc2ccccc2C(=O)N2CCCC2)c1 | -28.9 | 28.8
COc1ccc(OC)c(NC(=O)CSc2nnc(C3CCCCC3)n2-c2ccccc2)c1 | -31.4 | 30.2
Cc1onc(-c2ccccc2)c1C(=O)NNC(=S)NC(=O)/C=C/c1ccccc1 | -11.2 | -0.5
Cc1cc(C)nc(N(C#N)S(=O)(=O)c2ccccc2Cl)n1 | -7.1 | 8.1
O=c1cc(CSc2ccc(Cl)cc2)nc(N2CCCCC2)[nH]1 | -13.0 | 5.3
Cc1c(-c2ccccc2)nc2ccccc2c1C(=O)Nc1ccncc1 | -25.9 | 13.3
CC(=O)c1c(N)c(C#N)c(C)n1-c1ccc(Br)cc1 | -4.5 | 30.9
O=C(CSc1ccc(-c2cccs2)nn1)Nc1ccccc1F | -13.0 | 24.0
CC1CCCCN1C(=O)Cc1ccc(F)cc1 (configuration not stated) | 0.3 | 5.4
COc1ccccc1CN(C)C(=O)c1cccc(S(=O)(=O)N2CCCc3ccccc32)c1 | 5.9 | 9.9

Three entries from above in another layout:
COc1ccc(S(=O)(=O)N(CC(=O)NCc2cccnc2)C2CCCCC2)cc1OC
  OX1R antag-1: -29.9
  OX1R antag-2: 9.0
Cc1cccc(-c2ocnc2C(=O)Nc2ccccc2C(=O)N2CCCC2)c1
  OX1R antag-1: -28.9
  OX1R antag-2: 28.8
COc1ccc(OC)c(NC(=O)CSc2nnc(C3CCCCC3)n2-c2ccccc2)c1
  OX1R antag-1: -31.4
  OX1R antag-2: 30.2

New compounds follow:
SMILES | OX1R antag-1 | OX1R antag-2
O=C(O)/C=C\C(=O)Nc1ccc(N2CCN(c3ccc(F)cc3)CC2)cc1 | -7.3 | 11.0
CCN1CCN(c2ncc(C(=O)Nc3ccccc3C(=O)OC)c3ccccc23)CC1 | -25.7 | 4.8
Cn1c(SCC(=O)C(C)(C)C)nnc1-c1cccnc1 | -1.2 | 9.9
Oc1ccc(C=NC2CCCCC2)cc1 | -6.3 | 12.1
O=C(NCC1CCCO1)c1cc(-c2ccccc2)nc2ccccc12 (configuration not stated) | -28.9 | -0.3
COCc1cc(C)nc(SCC(=O)Nc2ccccc2C)c1C#N | -13.9 | 28.2
COc1ccc(S(=O)(=O)N2CCc3ccccc32)cc1C(=O)OCC(=O)c1c(N)n(C)c(=O)n(C)c1=O | -13.6 | 18.4
CCOC(=O)CC1(C)SC(NC(C)=O)=NN1C(C)=O (configuration not stated) | 1.7 | 0.0
O=C(CCn1nnnc1CN1CCOCC1)N1CCC(c2cccc(Cl)c2)C1 (configuration not stated) | -24.8 | 16.1
C=CCc1c(C)nc(SCc2ccccc2)[nH]c1=O | -12.6 | 9.4
COc1ccc(N2CCN(S(=O)(=O)CCNC(=O)C(C)Oc3ccccc3)CC2)cc1 (configuration not stated) | -24.4 | 10.6
CC1CC(Nc2ccccc2)=CC(=O)O1 (configuration not stated) | -9.9 | 13.1
COc1ccc(C(=O)C2CCCN(Cc3cc(C)c(O)c(C)c3)C2)c(OC)c1 (configuration not stated) | -20.0 | 2.1
NNC(=O)[C@H]1C[C@@H]1c1ccccc1 | -20.7 | 11.8
O=C(COC(=O)CCC(=O)c1cccs1)NC1CC1 | -8.3 | 19.1
COc1ccc(S(=O)(=O)n2ccnc2)c2cccnc12 | -18.5 | 5.1
CC(=O)c1ccc(N2CCN(c3ccc(C(N)=O)cc3[N+](=O)[O-])CC2)cc1 | -4.5 | 16.6
Oc1c(Cl)cc(Cl)cc1CNc1nc2ccccc2[nH]1 | 22.0 | 16.2
O=S(=O)(Nc1cccnc1)c1cc(Cl)ccc1Cl | -31.2 | -2.2
CCOC(=O)CSc1nc(C)nc2c1sc1nc(C)c(C(C)=O)c(-c3ccc(OC)cc3)c12 | -10.4 | 34.8
Cc1ccc(C)c(NC(=S)NNc2ccc(F)cc2F)c1 | 83.4* | 16.7
Oc1ccc(-c2nc(-c3ccc(F)cc3)c(-c3ccncc3)[nH]2)cc1 | -5.2 | 10.1
Cc1cc(-n2cnnn2)ccc1C(C)C | -9.9 | 2.1
O=C1C=C(NC(=O)Nc2ccc(Cl)c(Cl)c2)CCC1 | 19.6 | 31.1
COc1ccc2c(COC(=O)c3n[nH]c4ccccc34)cc(=O)oc2c1 | -8.4 | 56.0
O=C(CCc1ccc(S(=O)(=O)NCCc2ccccc2)cc1)NCc1ccc2c(c1)OCO2 | -4.4 | 11.1
COc1ccc(-c2[nH]ncc2/C=N/NC(=O)c2cccc([N+](=O)[O-])c2)cc1OC | -9.7 | 17.8
CCOc1ccccc1NC(=O)C(OC(=O)c1ccccc1)c1ccccc1 (configuration not stated) | 0.1 | 17.7
CN(C)c1ccc2c(=O)[nH][nH]c(=O)c2c1 | 8.1 | 6.1
C=CCOc1ccc(/C=C/C(C)=N\O)cc1 | -11.5 | 18.6
COc1ccc(CC(=O)Nc2ccc(S(=O)(=O)Nc3onc(C)c3C)cc2)cc1OC | -4.7 | 9.1
Cc1ccc(-c2csc3ncnc(N4CCN(C(=O)c5ccco5)CC4)c23)cc1 | -26.3 | 11.2
CCOC(=O)c1cc(-c2nnc(-c3ccc(Cl)cc3)o2)c(C)nc1C | -15.6 | 8.1
Cc1cccc(NC(=O)c2nc[nH]c2C(=O)N[C@@H](Cc2ccccc2)C(=O)OC(C)(C)C)c1 | -48.5 | 5.1
Cc1c(C(=O)N/N=C/C(C)C)[nH]c2c([N+](=O)[O-])cccc12 | -7.0 | 27.4
O=C(c1cccc(C(F)(F)F)c1)C1CCCN(C(=O)CN2CCCC2=O)C1 (configuration not stated) | -12.0 | 0.8
CN(C)CCCn1c(SCC(=O)N2CC(=O)Nc3ccccc32)nc2ccccc2c1=O | -3.0 | -0.1
COCCc1nnc(NC(=O)C23CC4CC(CC(C4)C2)C3)s1 | -2.9 | -10.0
CN1[C@@H]2CC[C@H]1CC(OC(=O)C(CO)c1ccccc1)C2 (some centres not stated) | -9.7 | 9.6
c1ccc(CNc2ncnc3nc[nH]c23)nc1 | 2.3 | 16.4
COc1ccc(S(=O)(=O)Cc2ccc(C(=O)N3CCN(c4ccccc4)CC3)o2)cc1 | -35.8 | 9.5
N#CNC(=Nc1ccc(Cl)cc1)Oc1ccccc1 | 11.3 | 4.2
CCc1cc(=O)oc2cc(C)c(CN3CCCC(C)C3)c(O)c12 (configuration not stated) | -18.7 | 0.6
C[C@H](NC(=O)c1ccccc1Cl)C(=O)NCc1cccs1 | -11.5 | 5.0
CCc1cccc(NC2c3ccccc3C(=O)N2c2ccc(C)cn2)c1 (configuration not stated) | -55.8 | 27.6
CCc1nnc(NC(=O)c2oc3cc(C)c(C)cc3c2C)s1 | -8.2 | 3.2
Cc1cc(-n2c(SCC(=O)NCCC3=CCCCC3)nc3n[nH]c(C)c3c2=N)ccc1Cl | 21.8 | 10.2
CCN(c1ccccc1)c1nc2nonc2nc1NCCO | -12.9 | 10.1
CCOC(CNC(=O)CCc1c(C)nc2ncnn2c1C)OCC | -10.1 | -2.4
O=C(/C=C/c1ccc2c(c1)OCO2)c1cccnc1 | -29.3 | -3.4
CC(CCc1ccccc1)NS(=O)(=O)c1ccc(Cl)c(C(=O)O)c1 (configuration not stated) | -2.3 | -0.7
Nc1ncnc2c1ncn2[C@@H]1O[C@H](CNS(=O)(=O)c2cc(S(=O)(=O)c3ccccc3)cs2)[C@@H](O)[C@H]1O | -5.7 | 11.3
CCNC(=S)Nc1ccc(Cc2ccncc2)cc1 | -15.9 | 18.4

Quoted at random: 2 records from the list, in no set order.
SMILES | OX1R antag-1 | OX1R antag-2
Nc1ncnc2c1ncn2[C@@H]1O[C@H](CNS(=O)(=O)c2cc(S(=O)(=O)c3ccccc3)cs2)[C@@H](O)[C@H]1O | -5.7 | 11.3
CCNC(=S)Nc1ccc(Cc2ccncc2)cc1 | -15.9 | 18.4
